TDP2 inh = TDP2 (human) inhibition, absorbance primary screen; O95551; recombinant TDP2, T5PNP hydrolysis, p-nitrophenol absorbance 415 nm; inhibition, % at 12.8 µM; hit rate 0.34% among 370,000; AID 720702;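 active = inhibition above the mean of all tested compounds plus 3 SD, set per campaign, cut at about 25% in these data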;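 note: 0% = DMSO with enzyme and 100% = buffer with substrate but no TDP2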
Target sequence (O95551 whole entry, looked up): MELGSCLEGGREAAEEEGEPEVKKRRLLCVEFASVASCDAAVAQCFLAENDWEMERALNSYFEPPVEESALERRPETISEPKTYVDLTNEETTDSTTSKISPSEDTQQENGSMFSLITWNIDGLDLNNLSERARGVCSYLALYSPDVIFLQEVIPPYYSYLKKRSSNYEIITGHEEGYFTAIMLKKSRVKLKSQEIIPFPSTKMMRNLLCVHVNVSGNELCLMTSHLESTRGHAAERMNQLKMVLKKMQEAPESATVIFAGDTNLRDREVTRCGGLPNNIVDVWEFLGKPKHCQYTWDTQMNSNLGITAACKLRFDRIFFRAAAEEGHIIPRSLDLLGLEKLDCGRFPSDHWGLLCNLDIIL
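System: recombinant human TDP2 / Amount: 120 nM TDP2 per well / Also added: 5 mM T5PNP chromogenic substrate / Doses: 12.8 µM single point, 1% DMSO / Incubation: 2 h at 37 °C / Detection: p-Nitrophenol epi absorbance / Evaluation: % inhibition relative to enzyme-containing and enzyme-free wells / Repeats: singlicate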
SIAE inh = inhibitors of human sialic acid acetylesterase SIAE. SIAE FP-Rh probe binding, fluorescence polarization. inhibition, % at 9.66 µM. hit rate 0.69% among 370,000;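 active = inhibition above a cutoff: mean of compounds within the control limits plus 3 SD of those, cut at about 17% in these data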;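 note: 0% = plate median of compound wells and 100% = probe without SIAE protein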
GC-B act = GC-B (human) receptor activation; P20594; HEK293-GC-B cells, CNP EC30, cGMP TR-FRET; 0% at EC30 CNP, 100% saturating CNP; activation, % at 10 µM; hit rate 0.11% among 370,000; AID 1920062;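 active = activation at 10 µM reaching about 35% in either raw or pattern-adjusted values, limit read from the data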
LEDGF integ inh = blocks HIV-1 LEDGF/p75-dependent DNA integration; TR-FRET IN-LEDGF/p75 DNA integration, Eu/Cy5; inhibition, % at 3.7 µM; hit rate 0.64% among 370,000; AID 743269;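 active = inhibition above the screen-wide mean plus 3 SD, cut at about 13% in these data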;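 note: signal is the Cy5 over europium emission ratio at 671 and 618 nm; 0% = plate median of compound wells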
TCR-CD3 inh = human TCR-CD3 binding inhibition; TAMRA-labeled TCR probe fluorescence, biochemical; inhibition, % at 9.4 µM; hit rate 0.37% among 360,000; AID 651800; in the data active = inhibition above about 19%;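 note: recombinant mutant TCR 2C K166C tagged with TAMRA read by polarization; 0% = receptor in buffer alone and 100% = receptor with positive control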
mABHD4 FP = ABHD4 (mouse) inhibition, primary FP screen; AID 720543; purified mABHD4, FP-Rh probe fluorescence polarization; hit rate 0.54% among 370,000; Q8VD66; inhibition, % at 8.92 µM;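 active = inhibition exceeding the mean over every tested compound plus 3 SD, cut at about 30% in these data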;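 note: 0% = plate median of compound wells and 100% = S159A mutant with DMSO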
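System: mouse ABHD4 enzyme, wild type / Medium: HEPES pH 7.0, NaCl, Pluronic buffer / Reagent: FP-Rh activity-based fluorescent probe / Control set: S159A mutant high control, sample median low control / Detection: fluorescence polarization with parallel and perpendicular emission, 525/598 nm / Schedule: 45 min + 60 min at 25 °C / Compound dosing: 8.92 µM, single dose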
MBD2 DNA inh = MBD2-methylated oligo binding inhibition | Q9UBB5 | inhibition, % at 4.4 µM | AID 686964 | hit rate 0.31% among 370,000 | TR-FRET, MBD2 binding to methylated oligonucleotide; in the data active = inhibition above about 13%
rCAG binder = binds r(CAG) RNA repeats | r(CAG) RNA repeat, TO-PRO-1 dye displacement fluorescence | inhibition, % at 3 µM | hit rate 1.3% among 370,000;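 active = inhibition above the plate cutoff, the mean of all test compounds on that plate plus 3 SD, cut at about 35% in these data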;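 note: 0% = DMSO alone and 100% = 100 µM mitoxantrone as full dye displacement; higher means more dye released from RNA so lower well fluorescence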
PRMT1 inh = blocks human protein arginine methyltransferase 1; Q99873; recombinant PRMT1, activity-based probe fluorescence polarization; inhibition, % at 2.79 µM; hit rate 1.3% among 370,000;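 active = inhibition above about 21% made by adding two undisclosed values, limit read from the data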
Target sequence (Q99873 whole entry, looked up): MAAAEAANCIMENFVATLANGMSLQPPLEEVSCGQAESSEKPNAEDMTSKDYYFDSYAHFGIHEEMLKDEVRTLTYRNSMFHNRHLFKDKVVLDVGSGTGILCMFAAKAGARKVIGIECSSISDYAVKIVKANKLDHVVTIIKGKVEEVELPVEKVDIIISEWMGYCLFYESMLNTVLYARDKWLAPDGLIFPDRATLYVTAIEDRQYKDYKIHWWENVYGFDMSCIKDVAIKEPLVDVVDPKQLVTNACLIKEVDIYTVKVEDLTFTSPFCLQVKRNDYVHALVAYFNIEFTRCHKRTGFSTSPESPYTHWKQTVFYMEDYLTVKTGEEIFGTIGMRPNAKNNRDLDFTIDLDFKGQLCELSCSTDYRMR
HTRA1 inh = inhibitors of human serine peptidase HTRA1; Q92743; recombinant HTRA1, FP-rhodamine activity-based probe, fluorescence polarization; inhibition, % at 5.96 µM; hit rate 0.5% among 340,000; in the data active = inhibition above about 36%;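 note: 0% = enzyme with DMSO and 100% = wells lacking enzyme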
* marks the source's active call; other numbers are inactive results; . = not tested or not shown.

canonical_smiles	TDP2 inh	SIAE inh	GC-B act	LEDGF integ inh	TCR-CD3 inh	mABHD4 FP	MBD2 DNA inh	rCAG binder	PRMT1 inh	HTRA1 inh
O=C(/C=C/c1ccc(O)cc1)c1c(O)cc(O)cc1O	1	-7	5	2	2	-4	9	9	4	-5
N#CCCN(C(=O)CN1c2cccc3cccc(c23)S1(=O)=O)c1ccccc1	4	2	5	0	1	6	-2	7	21	4
CCOC(=O)C(C)Sc1nc(N2CCOCC2)c2c(c1C#N)CC(C)(C)OC2 (stereo not given)	-6	-3	26	-3	-5	-3	3	-13	1	.
COc1cc(NS(=O)(=O)c2c(C)oc3c(F)c(F)c(F)c(F)c23)cc(OC)c1OC	-3	7	4	5	7	1	-6	4	3	4
O=S1(=O)c2ccc(Br)cc2N2CCC[C@H]2CN1Cc1ccccc1	7	-6	-6	0	0	-10	4	4	-4	-22
CCCS(=O)(=O)NC(=O)C1(C)CCN(C(=O)c2ccc(C(F)(F)F)cc2)C1 (stereo not given)	-4	-2	0	-2	-7	1	3	3	5	.
CN(C)c1cc(N/N=C/c2ccc(Cl)cc2)nc(N(C)C)n1	-6	7	-2	-2	3	9	-7	-1	-2	6
C=CCSc1nnc2c(n1)OC=Nc1ccccc1-2	1	4	6	-1	2	-1	1	4	3	5
CCOc1ccc(NC(=O)c2ccc(S(=O)(=O)N(C)C)cc2)cc1	-19	-4	9	1	7	-1	1	0	1	4
COc1ccc(-c2n[nH]c(C)c2-c2cnn(-c3ccccc3)c2)c(O)c1	-18	0	1	6	6	-27	-8	6	-2	-26
COc1ccc(-c2cc(C)no2)cc1S(=O)(=O)N(C)Cc1ccco1	-12	-7	-6	-7	-12	-14	6	-1	7	2
CC(C)c1ccc(N(CC(=O)NN=C2CCN(C)CC2)S(=O)(=O)c2ccccc2)cc1	-10	-4	-2	2	8	0	-6	-2	-5	-6
COc1ccccc1NC(=O)Cn1c(=O)oc2cc(S(=O)(=O)N3CCCC3)ccc21	11	5	-1	1	-3	5	5	4	2	2
COc1ccc(OC)c(/C=C/C(=O)N(C)CC(=O)Nc2cc(C)ccc2C)c1	-3	0	1	-2	0	-9	0	4	1	2
Nc1cc(Cl)ccc1C(=O)OCC(=O)NC1CCS(=O)(=O)C1 (stereo not given)	-1	-1	-7	1	5	-6	2	1	-1	2

Sorted by molar mass (smallest number first): three of the compounds above.
canonical_smiles	TDP2 inh	SIAE inh	GC-B act	LEDGF integ inh	TCR-CD3 inh	mABHD4 FP	MBD2 DNA inh	rCAG binder	PRMT1 inh	HTRA1 inh
CN(C)c1cc(N/N=C/c2ccc(Cl)cc2)nc(N(C)C)n1	-6	7	-2	-2	3	9	-7	-1	-2	6
Nc1cc(Cl)ccc1C(=O)OCC(=O)NC1CCS(=O)(=O)C1 (stereo not given)	-1	-1	-7	1	5	-6	2	1	-1	2
CCOc1ccc(NC(=O)c2ccc(S(=O)(=O)N(C)C)cc2)cc1	-19	-4	9	1	7	-1	1	0	1	4

New compounds follow.
canonical_smiles	TDP2 inh	SIAE inh	GC-B act	LEDGF integ inh	TCR-CD3 inh	mABHD4 FP	MBD2 DNA inh	rCAG binder	PRMT1 inh	HTRA1 inh
CC1(C)OC(c2ccccc2)=C/C(=C/C=C2C(=O)c3ccccc3C2=O)O1	4	-31	1	3	-10	-14	0	2	0	-11
COc1ccc([N+](=O)[O-])cc1CSc1nnc(NC(C)=O)s1	-6	0	-3	-3	-5	0	-2	-3	6	4
O=C(CN1C2=NCCN2c2ccccc21)C12CC3CC(CC(C3)C1)C2	3	-6	-6	-6	2	1	1	8	1	4
CC1(C)CC(=O)C=C(NCCN2CCN(C(=S)Nc3ccc(F)cc3)CC2)C1	2	6	1	0	1	-1	-3	-4	2	5
COc1ccccc1NC(=O)c1cc(-c2ccc(C)o2)nc2ccccc12	0	1	-1	-6	2	-3	0	3	20	-8
CCN(CC)S(=O)(=O)c1ccc(NC(=O)c2cccs2)cc1	0	-1	2	0	7	-12	5	1	-2	-11
COc1ccc(/C(C)=N/NC(=O)CNC(=O)CCc2ccccc2)c(OC)c1	7	8	-4	1	8	4	-3	-2	2	4
CC1CC(C)CN(S(=O)(=O)c2cc3c4c(c2)C(C)C(=O)N4CCC3)C1 (stereo not given)	8	0	0	-1	3	6	5	-1	2	1
CCOc1ccc(N(CC(=O)Nc2cccnc2)S(=O)(=O)c2ccc(C)cc2)cc1	-6	-5	5	0	3	8	1	-2	1	-12
CCOC(=O)N1CCN(C(=O)/C(=C\c2cccs2)NC(=O)c2cccs2)CC1	-9	8	2	-2	-5	-2	2	-4	-1	-1
Cc1ccccc1OCC(=O)Nc1nnc(-c2ccncc2)s1	-2	-12	-2	-3	-5	4	-3	5	11	1
Cc1oc2ncnc(N)c2c1C	-5	-5	2	0	1	5	-1	3	-3	2
COc1ccccc1-n1c(SCC(=O)Nc2cccc(S(N)(=O)=O)c2)nc2ccccc2c1=O	8	-3	6	-2	5	-3	1	7	-1	-10
CCOc1ccc(C(=O)C[n+]2cccc3cc(C)ccc32)cc1	-12	-7	3	-7	-6	-6	1	4	5	-1
CCCCOC(=O)C1=C(C)NC(=O)NC1c1ccc2c(c1)OCO2 (stereo not given)	-2	-5	-1	-4	-1	6	4	-7	2	1

Taken from above.
For LEDGF integ inh, CCOc1ccc(NC(=O)c2ccc(S(=O)(=O)N(C)C)cc2)cc1 has the entry 1
For mABHD4 FP, CCCS(=O)(=O)NC(=O)C1(C)CCN(C(=O)c2ccc(C(F)(F)F)cc2)C1 (stereo not given) has the entry 1

(further entries)
canonical_smiles	TDP2 inh	SIAE inh	GC-B act	LEDGF integ inh	TCR-CD3 inh	mABHD4 FP	MBD2 DNA inh	rCAG binder	PRMT1 inh	HTRA1 inh
CN(C)c1ccc(/C=C/CNC[C@H]2O[C@@H](n3ccc(N)nc3=O)[C@H](O)[C@@H]2O)cc1	2	10	-7	1	4	4	-9	4	2	-6
CCc1ccc(NC(=O)[C@H](C)NC(=O)C2CCN(C(=O)[C@@H](N)C(C)C)CC2)cc1	-9	0	-1	1	8	-3	2	4	-1	8
CCOCCCNS(=O)(=O)c1ccc(NC(=O)c2ccc(OC)c([N+](=O)[O-])c2)cc1	-8	-11	-12	7	-6	-10	-3	5	0	-2
FC(F)(F)c1ccccc1Cc1c(-c2cccc(Br)c2)nc2c3ccccc3ccn12	-9	-24	2	7	-10	-19	0	5	-1	.
Cc1ccc(-c2cc(-c3ccc(F)cc3)nc(N)c2C#N)o1	-8	-10	7	-2	6	-8	-5	14	13	-30
Cc1ccc(SCC(=O)NN=C2CCN(C)CC2)cc1	3	5	7	0	-6	-2	-1	1	0	-21
O=C(CSC1=NCCS1)Nc1cccc2ccccc12	-2	-6	1	-1	1	-18	2	4	21	-10
N#Cc1c(N)nc2c(c1-c1ccco1)CCCCC2	-9	3	-5	6	1	-1	-5	-1	7	2
CCOc1c2ccc(C(=O)NC3CCCc4ccccc43)cc2nn1CC (stereo not given)	-4	7	-1	1	-4	-3	-2	-4	3	-5
O=C(CN(C(=O)c1ccc(Cl)cc1)N1C(=O)C2CCCCC2C1=O)c1ccc(Cl)cc1 (stereo not given)	-6	-1	-1	-3	5	8	4	-1	-2	-2
O=c1oc2cc(S(=O)(=O)NCCCO)ccc2c2ccc(S(=O)(=O)NCCCO)cc12	13	0	4	3	-3	2	0	6	2	-3
Cc1ccc2c(c1)CCCN2CC(=O)Nc1cccc(S(=O)(=O)N2CCCC2)c1	7	-2	2	-2	-3	2	0	19	3	-10
COC(=O)c1[nH]c2cccc(OC)c2c1NC(=O)CCN1CCSCC1	1	2	-5	0	6	-1	-3	-4	1	4
COCC(=O)NCc1ccc2c(c1)OCO2	7	-1	3	-1	-1	4	1	7	0	-6
COc1cccc(OC)c1NC(=O)Cc1nn(C)c(=O)c2ccccc12	0	-9	2	-2	1	-3	1	-2	-5	4

Reprinted from the part before: 2 compounds, followed by the next part.
canonical_smiles	TDP2 inh	SIAE inh	GC-B act	LEDGF integ inh	TCR-CD3 inh	mABHD4 FP	MBD2 DNA inh	rCAG binder	PRMT1 inh	HTRA1 inh
COCC(=O)NCc1ccc2c(c1)OCO2	7	-1	3	-1	-1	4	1	7	0	-6
COc1cccc(OC)c1NC(=O)Cc1nn(C)c(=O)c2ccccc12	0	-9	2	-2	1	-3	1	-2	-5	4
COc1ccc(CCN2CC(C(=O)N3CCSCC3)CCC2=O)cc1 (stereo not given)	-6	3	1	2	5	6	-3	-5	-2	3
CC(CC(F)(F)F)N1CCC(n2nccc2NC(=O)CCOc2ccccc2)CC1 (stereo not given)	1	1	-10	1	0	-1	2	-6	-4	0
O=C(Cn1nc(-c2ccccc2)ccc1=O)NCCN1CCN(Cc2ccccc2)CC1	-12	-3	0	2	3	2	1	-2	0	-4
COC(=O)[C@H](C(C)C)N1Cc2nnn(Cc3ccccc3)c2-c2ccccc2S1(=O)=O	-11	9	3	3	.	-1	2	-2	-4	.
CC1CCCCN1C(=O)c1ccc(COc2ccc([N+](=O)[O-])cc2)o1 (stereo not given)	-15	-8	0	1	4	-3	-4	-5	-4	-1

Whole records from above. Order of values: TDP2 inh	SIAE inh	GC-B act	LEDGF integ inh	TCR-CD3 inh	mABHD4 FP	MBD2 DNA inh	rCAG binder	PRMT1 inh	HTRA1 inh
COC(=O)[C@H](C(C)C)N1Cc2nnn(Cc3ccccc3)c2-c2ccccc2S1(=O)=O as listed: -11	9	3	3	.	-1	2	-2	-4	.
O=C(Cn1nc(-c2ccccc2)ccc1=O)NCCN1CCN(Cc2ccccc2)CC1 as listed: -12	-3	0	2	3	2	1	-2	0	-4

Some of the compounds tested; count on the stated rates, not on these rows.
